# Compound activity: PubChem BioAssay, National Center for Advancing Translational Sciences (NCATS)
# POLI inh = qHTS for Inhibitors of Polymerase Iota | 1% of 390,000 active | Pol iota fluorescent replication assay, 10 min | DNA polymerase iota (Homo sapiens), Q9UNA4 | AID 588590, 2011 | Potency, µM (top dose mostly 115 µM), without a hit: at the highest dose activity, negative = inhibition, usual class: inhibitors
#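 Fluorescent replication assay read twice, at 0 min and 10 min after adding 50 nM (final) substrate. Enzyme (10 nM) and compounds were first incubated 15 min at room temperature; enzyme-free buffer wells were negative controls.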
# Pol eta inh = qHTS for Inhibitors of Polymerase Eta. AID 588591, 2011. 1.2% of 390,000 active. Potency, µM (top dose mostly 114 µM), without a hit: at the highest dose activity change, negative = inhibition, actives largely listed as inhibitors. recombinant Pol eta, fluorescent DNA replication assay. DNA polymerase eta (Homo sapiens), Q9Y253; further: on the % scale 0 is the no-effect control and ±100 the full control effect
#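 Pol eta at 10 nM preincubated with compounds 15 min at room temperature; reaction started with fluorescent substrate (50 nM final) and read kinetically at 0 and 10 min.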
# BLM inh = qHTS Assay for Inhibitors of Bloom's syndrome helicase (BLM); RecQ-like DNA helicase BLM (Homo sapiens), P54132; recombinant BLM DNA unwinding, fluorescence dequenching; Potency, µM (highest dose often 56.1 µM), for the others: at the highest dose activity change, negative = inhibition, hits mostly inhibitors; 0.2% of 350,000 active; AID 2528, 2010;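 further: plate controls were vehicle for no effect and no enzyme for full effect; nearly all actives have a fitted effect of over 35% in size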
# BAZ2B block = qHTS Assay for Inhibitors of BAZ2B; AlphaScreen BAZ2B-H3K14Ac peptide displacement; 4.4% of 360,000 active; Potency, µM (highest dose often 114 µM), without a hit: at the top dose activity change, negative = inhibition, most hits filed as inhibitors; AID 504333, 2011; further: on the % scale 0 is the no-effect control and ±100 the full control effect; nearly all actives have a fitted effect of over 60% in size
#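 Complex of BAZ2B and biotin-H3K14Ac (50 nM apiece) forms over 30 min at RT, then faces library compounds up to 110 uM for another 30 min; AlphaScreen beads added, 20 min dark incubation, luminescence read.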
# Anesthetic bind = qHTS Assay for Identification of Novel General Anesthetics; apoferritin/1-aminoanthracene competitive binding, fluorescence; AID 485281, 2010; Potency, µM (series often up to 77.5 µM), for inactives: at the top dose activity change, negative = displacement, most hits filed as inhibitors; 0.074% of 350,000 active; further: on the % scale 0 is the no-effect control and ±100 the full control effect; nearly all actives have a fitted effect of over 20% in size
# Target sequence (P02791 2-175 limits assumed): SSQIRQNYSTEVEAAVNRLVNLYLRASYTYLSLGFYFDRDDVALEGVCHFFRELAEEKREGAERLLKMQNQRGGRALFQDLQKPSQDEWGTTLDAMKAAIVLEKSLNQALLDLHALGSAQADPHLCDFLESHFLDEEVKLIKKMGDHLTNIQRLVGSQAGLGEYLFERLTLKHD
#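 Apoferritin-based anesthetic binding model; compound displacement of fluorescent 1-AMA measured as endpoint fluorescence after 10 minutes at room temperature, scaled to free-ligand and complex controls.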
# APE1 inh = qHTS Assay for Inhibitors of the Human Apurinic/apyrimidinic Endonuclease 1 (APE1) | DNA repair nuclease/redox regulator APEX1 (Homo sapiens), P27695 | recombinant APE1, TAMRA/BHQ-2 abasic DNA cleavage fluorescence | Potency, µM (doses to about 65.8 µM), for inactives: at the highest dose activity change, negative = inhibition, hits mostly inhibitors | 0.35% of 350,000 active | AID 2517, 2012;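 further: plate controls were vehicle for no effect and reference inhibitor for full effect; nearly all actives have a fitted effect of over 55% in size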
#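 Readout is kinetic fluorescence (ex 525, em 598 nm) from cleavage of 50 nM TAMRA/BHQ-2 THF abasic duplex by 0.75 nM APE1, compound added 15 min beforehand at RT.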
# Pol kappa inh = qHTS for Inhibitors of Polymerase Kappa; DNA polymerase kappa (Homo sapiens), Q9UBT6; purified Pol kappa, fluorescent DNA synthesis assay, 10 min; Potency, µM (titrated, usually from 107 µM), for the others: top-dose activity, negative = inhibition, actives largely listed as inhibitors; 0.53% of 400,000 active; further: on the % scale 0 is the no-effect control and ±100 the full control effect
# Target sequence (Q9UBT6 whole entry, looked up): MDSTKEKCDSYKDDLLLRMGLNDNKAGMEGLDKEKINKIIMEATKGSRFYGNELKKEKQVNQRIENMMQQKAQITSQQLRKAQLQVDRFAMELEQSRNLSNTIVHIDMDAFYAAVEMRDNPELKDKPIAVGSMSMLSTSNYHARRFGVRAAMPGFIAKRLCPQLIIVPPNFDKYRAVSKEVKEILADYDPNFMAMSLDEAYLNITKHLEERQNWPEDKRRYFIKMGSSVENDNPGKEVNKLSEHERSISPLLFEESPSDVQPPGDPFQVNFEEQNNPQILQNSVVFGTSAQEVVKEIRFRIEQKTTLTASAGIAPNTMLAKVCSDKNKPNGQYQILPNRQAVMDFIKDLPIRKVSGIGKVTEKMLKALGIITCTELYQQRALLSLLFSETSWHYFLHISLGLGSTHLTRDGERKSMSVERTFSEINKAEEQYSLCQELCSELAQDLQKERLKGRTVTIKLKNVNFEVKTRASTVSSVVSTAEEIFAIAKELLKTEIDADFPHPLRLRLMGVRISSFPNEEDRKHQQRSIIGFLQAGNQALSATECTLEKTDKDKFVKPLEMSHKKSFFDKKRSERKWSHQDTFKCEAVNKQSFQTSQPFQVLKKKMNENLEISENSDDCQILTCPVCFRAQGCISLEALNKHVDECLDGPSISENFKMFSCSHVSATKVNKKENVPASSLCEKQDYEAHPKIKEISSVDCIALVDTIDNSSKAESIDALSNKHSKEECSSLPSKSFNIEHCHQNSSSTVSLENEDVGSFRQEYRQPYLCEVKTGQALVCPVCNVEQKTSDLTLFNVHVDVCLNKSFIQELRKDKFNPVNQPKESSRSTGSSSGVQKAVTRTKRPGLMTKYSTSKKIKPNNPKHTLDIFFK
#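 Kinetic fluorescence readout at 0 and 10 min followed reaction start with substrate at 50 nM final. Beforehand, enzyme (10 nM Pol kappa) stood 15 min with compound at room temperature; buffer-only wells were negative controls.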
# G9a inh = qHTS Assay for Inhibitors of Histone Lysine Methyltransferase G9a. 8.8% of 350,000 active. Potency, µM (highest dose often 102 µM), for inactives: at the top dose activity, negative = inhibition, actives largely listed as inhibitors. G9a H3K9 monomethylation, AlphaScreen, 2 h; further: on the % scale 0 is the no-effect control and ±100 the full control effect; nearly all actives have a fitted effect of over 75% in size
#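 G9a (20 nM) preincubated 15 min RT with compounds, then 500 nM biotinylated H3K9 peptide and 20 uM SAM added; 2 h RT reaction. Monomethyl-H3K9 product detected by AlphaScreen with anti-H3K9me1 antibody, streptavidin donor and anti-rabbit IgG acceptor beads.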
# Pol beta inh = qHTS Assay for Inhibitors of DNA Polymerase Beta; P06746; 1.3% of 340,000 active; Potency, µM (titrated, usually from 114 µM), without a hit: at the top dose activity change, negative = inhibition, hits mostly inhibitors; Pol beta primer extension/strand displacement, fluorescence kinetic; further: on the % scale 0 is the no-effect control and ±100 the full control effect
#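 Curves were derived by four-parameter Hill fits of normalized qHTS data. The kinetic fluorescent primer-extension read was taken at 0 and 10 min after 50 nM substrate, following a 15 min room-temperature preincubation of 10 nM enzyme with compounds.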
# Starred values were filed as active, the others as inactive; ? = inconclusive; . = no result given; & = joins results of further samples; [ ] = remark or other dose. The call rests on the fitted dose curve; in most records, active means well fitted curve in the direction sought with a large enough effect; inconclusive means small, poorly fitted or top-dose-only effect, or another doubt; inactive means no such curve, though single readings can be large; an effect the other way counts as inactive or inconclusive. Potency means the concentration at half of the fitted maximal effect. Some of the compounds tested; rates above refer to the full screens.
structure,Pol eta inh,APE1 inh,Pol beta inh,Anesthetic bind,G9a inh,POLI inh,BAZ2B block,BLM inh,Pol kappa inh
Fc1cccc(-c2cc3nc(-c4ccccc4)cc(N4CCC5(CC4)OCCO5)n3n2)c1,-13%,-9%,-11%,32%[activator],124%[activator][59 µM],-2%,53%[activator],-7%,-16%
Cc1cccc(-c2noc(CN(C)C(=O)COc3ccccc3)n2)c1,-11%,1%,5%,-14%,.,21%,8%,-2%,5%
Cc1ccc(C(=O)NC2CC(C)(C)NC(C)(C)C2)cc1S(=O)(=O)N1CCCCC1,-12%,30%,.,.,-31%,3%,7%,.,-1%
Cc1cccc(C2=NN(c3ccccc3)[C@H](CO)[C@H]2c2ccc(F)cc2)c1,-12%,-29%&-7%,.,568%[activator][110 µM],279%[activator],3%,.,-15%[75.6 µM],-20%&-18%
COC(=O)[C@H](CCSC)NC(=O)Cn1ccc(NC(=O)OCc2ccccc2)nc1=O,-1%,50%[activator],.,.,-8%[2.33 µM],-9%,-1%,.,12%
CSCCC(NC(=O)c1ccccc1Cl)C(=O)Nc1ccncc1 (stereo not drawn),-13%,23%,.,.,40µM*,81%[activator],9%,.,-3%
COc1ccccc1NC(=O)C(=N\O)/C(C)=N/O,14µM*,22µM*,45µM*,-2%,10µM*,?,-34%,-3%,?
COCCCC1CCN(C(=O)C2CCC(=O)N(CCc3ccccc3)C2)CC1 (stereo not drawn),-10%,-7%,28%,-8%,.,14%,1%,-11%,-11%
CCn1nc(C(=O)NNC(=O)c2cc(Cl)ccc2OC)c2ccccc2c1=O,-2%,-3%,.,.,6%[59 µM],-8%,9%,.,-2%
COc1ccc(C(=O)Nc2cccc(C(=O)NCc3ccccc3)c2)cc1,-7%,-3%,4%,?,28%[12.7 µM],-11%,-2%,-3%,-7%
COC(=O)Cn1cc(C(=O)C(C)(C)C)c2ccccc21,-15%,9%,6%,-9%,12%,140%[activator],4%,-3%,-3%
O=C(O)c1ccc(S(=O)(=O)c2ccc3c(c2)C(=O)N(c2ccccc2[N+](=O)[O-])C3=O)cc1,-9%,2%,15%,-11%,-22%,17%,-20%,3%,2%
Cc1ccc(SCCNC(=S)Nc2ccccc2)cc1,-20%,22%,-10%,-12%,14%[59 µM],3%,-3%,-22%,-9%
CCSC1(SCC)N=C(N)C2(C#N)C(c3ccccc3)NC(C)=CC12C#N (stereo not drawn),-1%,-1%,29%,0%,-10%,2%,?,0%,-19%
CCOCC(=O)Nc1ccc(S(=O)(=O)N2CCOCC2)cc1,-7%,2%,2%,-2%,-45%,-5%,-4%,-4%,11%
O=C1Nc2ccccc2C1=Nc1cccc(Cl)c1,-25%,11%,71%,-11%,15%,110%[activator],-31%,-4%,-4%
CCCCN(C)CCN1C(=O)C2C(C(=O)Nc3cccc(OC)c3)C3C=CC2(O3)C1C(=O)NC1CCCCC1C (stereo not drawn),6%,-23%,49%,-7%,-10%,96%[activator],5%,1%,-8%
Cc1sc2nc(SCC(N)=O)n(C)c(=O)c2c1C,-4%,-2%,3%,-8%,15%[59 µM],7%,6%,3%,-3%
CC(CCc1ccc(O)cc1)NCc1ccc(Br)cc1 (stereo not drawn),-15%,-2%,5%,-10%,.,36%[activator],7%,-2%,-6%
NCCCS(=O)(=O)O,-5%,23%&9%&-5%&0%,19%,2%&4%,20%,13%,12%&12%,1%&5%,6%[60.1 µM]
O=C(CSc1ncccc1C(=O)O)NCc1ccc(F)cc1,-7%,3%,-11%,-6%,?,9%,-35%,0%,1%
Cc1cc(NS(=O)(=O)Cc2ccccc2)no1,-13%,1%,-13%,1%,4%[59 µM],25%,1%,2%,-8%
CC1(C)Cc2ccccc2C(NNC(=O)c2ccccc2)=N1,-8%,?,-1%,-2%,-32%,83%[activator],9%,-1%,4%
Cc1cc(=O)n2[nH]c(-c3ccccc3)cc2n1,6%,12%,1%,-10%,4%[59 µM],16%,12%,1%,6%
O=C(c1ccc(=O)n(Cc2ccc(Cl)c(Cl)c2)c1)N1CCOCC1,-7%,3%,26%,-13%,-35%,3%,1%,-2%,-18%
CN(C)c1nc(N)c(C(=O)N=C(N)N)nc1Cl,-9%[57.1 µM],17%,14%[57.1 µM],.,14%[12.7 µM],6%[58.9 µM],.,.,-15%[60.1 µM]
Nc1cc2nc3ccccc3oc-2cc1=O,?,1%,25µM*,4%,.,20µM*,45µM*,-14%,45µM*
Cc1cccc(NC(=S)NNC(=O)c2ccccc2Br)c1,-7%,1%,25%,0%,5µM*,3%,12%,-2%,-20%
O=C(O)c1cc(O)ccc1NC(=O)c1cccc2ccccc12,-13%,-3%,-5%,0%,-4%[59 µM],?,-13%,-5%,-26%
Cc1ccc(NC(=O)c2ccc3nc(N4CCOCC4)sc3c2)c(Cl)c1,-8%,-24%,5%,3%,.,?,-5%,-6%,-2%
O=C(CNC(=O)c1ccccn1)N/N=C/c1ccccc1,-12%,16%,13%,?,?,10%,1%[57.1 µM],-1%,-9%
CCN1C(=O)c2ccc(C(=O)Nc3ncc(C)s3)cc2C1=O,-18%,14%,4%,-5%,5%,167%[activator],-14%,-3%,-10%
Cc1cccc(N2CCN(C(=O)[C@H](C)N3C(=O)C4CC=CCC4C3=O)CC2)c1C (stereo partly drawn),-1%,39%,.,.,.,7%,.,.,1%
CCOC(=O)N1CCN(Cc2nc(-c3cccs3)no2)CC1,-7%,5%,37%,-3%,.,20%,1%,-2%,4%
O=C(CCC1=NS(=O)(=O)c2ccccc2N1)NC1CCCCCCC1,15%,0%,5%,?,5%,10%,3%,-1%,-16%
CCc1ccc(-c2cc(C)no2)cc1S(=O)(=O)NCc1ccccc1OC,-13%,-23%,7%,43%[activator],.,-7%,-3%,-8%,-13%
CCOc1ccc(CCNS(=O)(=O)c2cccc3nsnc23)cc1OCC,-14%,-3%,-1%,2%,-23%[12.7 µM],-2%,7%,-4%,-3%
Cc1cc(C)n2nc(C(=O)OCC(=O)N(CC(C)C)C3CCS(=O)(=O)C3)nc2n1 (stereo not drawn),-17%,5%,.,.,.,-18%,.,.,-5%
Cc1cc(C(=O)c2cnc(/N=C/N(C)C)s2)cc(C)c1O,-7%,-7%,24%,-23%,17%[59 µM],9%,-33%,2%,-8%
CSc1nc2ccccc2n1CC(=O)Nc1cc(C(F)(F)F)ccc1N1CCOCC1,0%,3%,-13%,?,?,7%,-23%,-6%,5%
CCOC(=O)Cn1c(CCC(=O)O)ccc1-c1ccc(F)cc1,-1%,-3%,2%,8%,?,-28%,-10%,-1%,-6%
CC(C)(C)Nc1c(-c2ccc(O)cc2)nc2ccc(Cl)cn12,-9%,10%,16%,-13%,.,23%,?,-12%,12%
CC(C)Cn1cc(NC(=O)NCc2ccccc2Cl)c2ccccc2c1=O,-6%,.,33%,6%,?,3%,8%[57.1 µM],-10%,-15%
Cc1ccc2c(CSc3nnc4ccccn34)cc(=O)oc2c1C,-3%,3%,-19%,-2%,-5%[59 µM],24%,2%,-11%,-9%
COc1cc(NC(=O)C2=C(C)OCCS2)c(Cl)cc1C(=O)NCCN1CCN(C)CC1,-1%,25%,-12%,-7%,-12%,8%,-21%[57.1 µM],-6%,2%
CCN1CCCC1CNS(=O)(=O)c1ccc(Cl)c(C(F)(F)F)c1 (stereo not drawn),-4%,4%,5%,-8%,?,169%[activator],-22%,2%,-18%
C/C(=N\NC(=O)c1ccc(Br)cc1)c1cccnc1,-3%,21%,-4%,-10%,9%,9%,-16%,-6%,-4%
C/C(=N\NC(=O)CC1N=C(Cc2ccccc2)NNC1=O)c1ccccc1 (stereo not drawn),0%,-4%,11%,-6%,20%[0.501 µM],4%,0%,-1%,-7%
COc1ccc(N2C(=O)CCC(C(=O)N3CCCCCC3)C2c2ccc(OC)c(OC)c2)cc1 (stereo not drawn),0%,-3%,10%,-5%,33%[12.7 µM],4%,2%,1%,-2%
CCOC(=O)c1cnc2c(c(C)nn2CC)c1NCCN1CCOCC1,-10%,0%,8%,-5%,.,20%,-1%,-1%,13%
CCC(C)(C)NC(=O)C(c1ccc(C)cc1)N(Cc1ccco1)C(=O)Cn1nnc2ccccc21 (stereo not drawn),-13%,9%,2%,-4%,24%[59 µM],11%,1%,3%,-12%
CCCCn1nnnc1SCC(=O)Nc1cccc(C)n1,-8%,-10%,-2%,-10%,-10%[59 µM],5%,5%,0%,1%
CCn1c(C)cc(C(=O)COC(=O)c2cccnc2SC)c1C,-20%,32%,.,.,.,20%,.,.,-18%
CSCc1nnc(NC(=O)c2ccc(S(=O)(=O)N3CCCCC3C)cc2)o1 (stereo not drawn),-3%,6%[12.4 µM],2%,-6%,-10%[59 µM],36%[activator],?,2%,1%
